Lmaj promast – Leishmania major promastigote growth inhibition, primary screen | Leishmania major promastigotes, resazurin fluorescence viability | inhibition, % at 10 µM | 9% of 200,000 active | AID 1063, 2008; in the data active = inhibition above about 50%;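 also: promastigotes grown with compound for 44 hours at 28 °C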
PPARg SRC-1 ag – PPARgamma agonists recruiting SRC-1 coactivator, primary screen, biochemical | Peroxisome proliferator-activated receptor gamma (Homo sapiens), P37231 | activation, % at 8 µM | PPARgamma-SRC-1 coactivator recruitment biochemical assay | 0.41% of 200,000 active | AID 631, 2007; in the data active = activation above about 19%;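 also: 0% = DMSO and 100% = reference agonist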
Target sequence (P37231 whole entry, looked up): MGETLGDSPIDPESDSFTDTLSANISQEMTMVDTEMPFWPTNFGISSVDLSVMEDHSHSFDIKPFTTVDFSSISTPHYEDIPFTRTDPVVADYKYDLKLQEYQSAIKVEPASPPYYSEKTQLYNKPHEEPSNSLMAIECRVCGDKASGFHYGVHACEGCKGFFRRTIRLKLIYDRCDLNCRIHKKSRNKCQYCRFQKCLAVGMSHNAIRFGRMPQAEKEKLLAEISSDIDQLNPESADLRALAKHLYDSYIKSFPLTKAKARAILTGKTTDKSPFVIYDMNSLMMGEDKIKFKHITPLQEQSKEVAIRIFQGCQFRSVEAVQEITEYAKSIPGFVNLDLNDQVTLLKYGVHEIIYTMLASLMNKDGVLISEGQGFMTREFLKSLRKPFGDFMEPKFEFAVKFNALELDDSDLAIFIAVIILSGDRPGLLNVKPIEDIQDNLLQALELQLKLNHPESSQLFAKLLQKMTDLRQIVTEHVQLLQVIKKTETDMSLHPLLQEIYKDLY
S1P3 antagonist – S1P3 receptor antagonists, primary screen, cell-based. Sphingosine 1-phosphate receptor 3 (Homo sapiens), Q99500. 0.27% of 170,000 active. CHO S1P3 NFAT-BLA reporter, FRET fluorescence, antagonist mode. AID 485, 2006. inhibition, % at 4.98 µM;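 active = inhibition above the plate cutoff, the mean inhibition of test wells on that plate plus 3 SD, cut at about 28% in these data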;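 also: cells challenged with S1P at its EC80 of 0.8 µM; blue over green emission ratio from cleaved BLA substrate after 4 h stimulation; 0% = S1P-stimulated wells and 100% = unstimulated DMSO-only wells; some compounds past the cut are filed as inactive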
PPARg SRC2 recr – agonists of PPARg-SRC-2 recruitment, primary screen, biochemical, HTS; PPARgamma LBD-SRC-2 recruitment; 0.34% of 200,000 active; activation, % at 8 µM; in the data active = activation above about 22%;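 also: 0% = vehicle and 100% = reference agonist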
PPARg SRC-3 ag – PPARgamma agonists recruiting SRC-3 coactivator, primary screen, biochemical | 0.26% of 200,000 active | activation, % at 8 µM | biochemical PPARgamma/SRC-3 coactivator recruitment assay | AID 731, 2007; in the data active = activation above about 23%;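 also: 0% = DMSO and 100% = reference agonist; some compounds past the cut are filed as inactive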
DTT redox prof – compounds producing H2O2 with reducing agent – biochemical, NIH compound library profiling, artefact control for MLSCN library redox annotation, primary screen. 0.03% of 200,000 active. activation, % at 10 µM. AID 878, 2007. DTT-dependent redox cycling H2O2, phenol red/HRP absorbance; 100% = 100 µM peroxide control, 0% = buffer;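 active = activation of at least 50% relative to the plate's high and low controls in the primary single-dose screen; inactive = activation below 50%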;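 also: compound incubated with DTT at 0.8 mM final as the reducing agent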
bIAP inhibitor – bovine intestinal alkaline phosphatase inhibitors, primary screen, selectivity assay for TNAP inhibitor project, biochemical, bovine IAP, CDP-star luminescence. alkaline phosphatase, intestinal [Bos taurus]. purified bovine IAP, 30 min. inhibition, % at 20 µM. 190,000 tested, under 10 active. AID 1019, 2008;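 active = over 50% inhibition of intestinal alkaline phosphatase at 20 µM in the single-dose screen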
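System: Purified bovine intestinal alkaline phosphatase (IAP) enzyme | Input: IAP diluted 1/65,000,000 in the well | Also added: CDP-star chemiluminescent phosphatase substrate, 30 µM final | Dosing: 20 µM single dose | Times: Enzyme reaction for 30 min at room temperature | Detection: Luminescence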
RAM inhibit – inhibitors of the yeast RAM network, primary screen, dse1pr::URA3 reporter, 5-FOA selection; 1.8% of 190,000 active; inhibition, % at 50 µM; AID 868, 2007; S. cerevisiae dse1pr::URA3 reporter, 5-FOA growth OD615, 2 d; analog-sensitive cbk1-as2 kinase mutant strain;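 active = inhibition above a set limit, 3 SD over mean compound inhibition, cut at about 8.4% in these data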;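 also: 0% = DMSO-only wells with no growth and 100% = 10 µM 1-NA-PP1 full growth; inhibition rescues growth on 5-FOA so higher OD means more RAM inhibition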
ROMK mod – ROMK potassium channel modulators, primary screen, cell-based, thallium flux, MLSMR library | ATP-sensitive inward rectifier potassium channel 1 (Homo sapiens), P48048 | Tet-inducible ROMK, thallium flux fluorescence; actives lie on both sides | B-score at 10 µM | 2% of 130,000 active | AID 1918, 2009;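 active = signal ratio slope over the read window, or its plate-corrected B-score, at least 3 SD from the plate mean, either direction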;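 also: B-score of the F/F0 ratio slope over 7 to 12 s after thallium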
Target sequence (P48048 whole entry, looked up): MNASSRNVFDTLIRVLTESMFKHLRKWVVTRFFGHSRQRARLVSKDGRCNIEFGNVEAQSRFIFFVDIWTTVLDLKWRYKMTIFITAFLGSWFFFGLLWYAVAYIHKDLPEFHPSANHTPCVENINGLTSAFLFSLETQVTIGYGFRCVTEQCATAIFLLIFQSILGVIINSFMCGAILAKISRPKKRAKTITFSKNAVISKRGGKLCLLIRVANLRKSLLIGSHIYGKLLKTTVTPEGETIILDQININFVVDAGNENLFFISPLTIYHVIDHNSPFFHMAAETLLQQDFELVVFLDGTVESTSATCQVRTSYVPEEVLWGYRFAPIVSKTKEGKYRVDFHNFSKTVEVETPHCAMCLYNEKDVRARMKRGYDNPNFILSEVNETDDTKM
Efa HMGR inh – inhibitors of E. faecalis class II HMGR, primary screen, biochemical, Enterococcus faecalis. HMG-CoA reductase (Enterococcus faecalis, mvaE). purified E. faecalis HMGR, NADPH absorbance 340 nm kinetic. inhibition, % at 10 µM. AID 1066, 2008. 0.41% of 190,000 active;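 active = inhibition above a set limit, the median over all tested compounds plus 3 SD, cut at about 9.5% in these data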;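 also: enzyme runs in reverse so mevalonate oxidation gives rising NADPH absorbance; 0% = complete reaction with DMSO and 100% = background rate lacking mevalonate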
SRC2 TRFRET art – TR-FRET signal artefacts, primary screen, artefact control for PPARgamma SRC-2 agonist project, biochemical; TR-FRET artefact counter-screen; active compounds read high; TR-FRET ratio at 8 µM; 0.4% of 200,000 active; AID 1049, 2008; in the data active = TR-FRET ratio above about 2000; also: inactives centre near 1500
* hit, by the source's call.

How did CCCCNC(=O)c1ccccc1Cl do in these assays?
Lmaj promast: -2; PPARg SRC-1 ag: 2; PPARg SRC2 recr: 15; PPARg SRC-3 ag: -12; DTT redox prof: -3.4; bIAP inhibitor: 7; RAM inhibit: -0.9; Efa HMGR inh: 0; SRC2 TRFRET art: 1595

What do the screens show for `CC(=O)c1sc2nc(C)cc(C)c2c1N`?
Lmaj promast: 8; PPARg SRC-1 ag: -4; PPARg SRC2 recr: -6; PPARg SRC-3 ag: 4; DTT redox prof: 2.5; bIAP inhibitor: 4; RAM inhibit: -0.9; Efa HMGR inh: -1; SRC2 TRFRET art: 1598

What do the screens show for `CC(=O)N(Cc1ccccc1)Cc1cn(CCC#N)nc1-c1cccc([N+](=O)[O-])c1`?
Lmaj promast: 17; PPARg SRC-1 ag: 4; S1P3 antagonist: -1; PPARg SRC2 recr: 1; PPARg SRC-3 ag: 2; DTT redox prof: -0.2; bIAP inhibitor: -3; RAM inhibit: 1.1; ROMK mod: 1.3; Efa HMGR inh: -1; SRC2 TRFRET art: 1504

How did COc1c2ccoc2nc2c(OC)c(OCC(O)C(C)(C)O)ccc12 (stereo not drawn) do in these assays?
Lmaj promast: 1; PPARg SRC-1 ag: 4; S1P3 antagonist: 0; PPARg SRC2 recr: 2; PPARg SRC-3 ag: -3; DTT redox prof: 3.5; bIAP inhibitor: 6; RAM inhibit: 0.7; ROMK mod: -0.023; Efa HMGR inh: -1; SRC2 TRFRET art: 1382

Results for Cc1ccc(OCC(=O)c2cc(C)n(Cc3cccs3)c2C)c([N+](=O)[O-])n1 ?
Lmaj promast: 19; PPARg SRC-1 ag: -5; S1P3 antagonist: 10; PPARg SRC2 recr: 0; PPARg SRC-3 ag: 2; DTT redox prof: 0.3; bIAP inhibitor: 9; RAM inhibit: 6.8; ROMK mod: 0.37; Efa HMGR inh: -7; SRC2 TRFRET art: 1270

Results for Cc1cc(N2CC(C(=O)NCc3cccs3)CC2=O)ccc1C(C)C (stereo not drawn) ?
Lmaj promast: -2; PPARg SRC-1 ag: 1; PPARg SRC2 recr: 1; PPARg SRC-3 ag: 0; DTT redox prof: 0.4; bIAP inhibitor: -11; RAM inhibit: 3.9; ROMK mod: -0.51; Efa HMGR inh: -8; SRC2 TRFRET art: 1607

What do the screens show for `CC(=O)N1CCc2cc(S(=O)(=O)NCCCN3CCN(Cc4ccccc4)CC3)ccc21`?
Lmaj promast: -3; PPARg SRC-1 ag: 2; PPARg SRC2 recr: 4; PPARg SRC-3 ag: 0; DTT redox prof: 0.5; bIAP inhibitor: -7; RAM inhibit: 0.4; ROMK mod: -1.8; Efa HMGR inh: -6; SRC2 TRFRET art: 1515

What do the screens show for `Cc1ccc(-c2nnc(Nc3ccccc3)o2)cc1`?
Lmaj promast: 4; PPARg SRC-1 ag: 3; S1P3 antagonist: -5; PPARg SRC2 recr: 1; PPARg SRC-3 ag: 2; DTT redox prof: -0.2; bIAP inhibitor: 18; RAM inhibit: 2.5; Efa HMGR inh: 0; SRC2 TRFRET art: 1323

Results for O=C(CN1C(=O)c2ccccc2S1(=O)=O)NC1CC2CCC1C2 (stereo not drawn) ?
Lmaj promast: -6; PPARg SRC-1 ag: 4; S1P3 antagonist: -20; PPARg SRC2 recr: -10; PPARg SRC-3 ag: -1; DTT redox prof: 0.0; bIAP inhibitor: 9; RAM inhibit: -0.2; Efa HMGR inh: -5; SRC2 TRFRET art: 1409

Results for COc1ccc(S(=O)(=O)Nc2ccc3c(c2)COC3=O)cc1OC ?
Lmaj promast: -7; PPARg SRC-1 ag: 5; S1P3 antagonist: -12; PPARg SRC2 recr: -4; PPARg SRC-3 ag: -8; DTT redox prof: 2.0; bIAP inhibitor: 6; RAM inhibit: -0.5; ROMK mod: 0.27; Efa HMGR inh: -1; SRC2 TRFRET art: 1484

How did CN(C)C(=S)NCc1ccccc1 do in these assays?
Lmaj promast: -4; PPARg SRC-1 ag: 2; PPARg SRC2 recr: -4; PPARg SRC-3 ag: 7; DTT redox prof: 1.9; bIAP inhibitor: 8; RAM inhibit: -0.5; Efa HMGR inh: -6; SRC2 TRFRET art: 1453

Results for Cn1c(Cn2cnc([N+](=O)[O-])n2)nnc1SCC(=O)Nc1ccc(Br)cc1 ?
Lmaj promast: 4; PPARg SRC-1 ag: 4; S1P3 antagonist: -21; PPARg SRC2 recr: 0; PPARg SRC-3 ag: 1; DTT redox prof: -0.2; bIAP inhibitor: 4; RAM inhibit: 0.1; ROMK mod: -0.48; Efa HMGR inh: 2; SRC2 TRFRET art: 1496

Results for O=C(CN(Cc1cccs1)C(=O)c1csnn1)NC1CCCC1 ?
Lmaj promast: -5; PPARg SRC-1 ag: 2; PPARg SRC2 recr: 4; PPARg SRC-3 ag: 3; DTT redox prof: 0.3; bIAP inhibitor: 9; RAM inhibit: 1.0; Efa HMGR inh: -5; SRC2 TRFRET art: 1640

Results for COC(=O)c1c(Cl)c2n3ccccc3c(C)c(-c3ccccc3)c-2c1C(=O)OC ?
Lmaj promast: 7; PPARg SRC-1 ag: 18; S1P3 antagonist: 7; PPARg SRC2 recr: 24*; PPARg SRC-3 ag: 11; DTT redox prof: -0.5; bIAP inhibitor: 8; RAM inhibit: 2.6; ROMK mod: -2.3; Efa HMGR inh: -5; SRC2 TRFRET art: 2016*

How did CCNc1nc(Oc2ccc(F)cc2)cc(C(F)(F)F)n1 do in these assays?
Lmaj promast: -4; PPARg SRC-1 ag: -3; S1P3 antagonist: -6; PPARg SRC2 recr: 4; PPARg SRC-3 ag: 4; DTT redox prof: -1.2; bIAP inhibitor: 1; RAM inhibit: 0.6; ROMK mod: 0.17; Efa HMGR inh: -4; SRC2 TRFRET art: 1629

Results for CCOc1ccc(NC(=O)C(=O)NCC2CCCN2CC)cc1 (stereo not drawn) ?
Lmaj promast: -1; PPARg SRC-1 ag: -3; PPARg SRC2 recr: 5; PPARg SRC-3 ag: 5; DTT redox prof: 3.0; bIAP inhibitor: -3; RAM inhibit: 0.1; Efa HMGR inh: -3; SRC2 TRFRET art: 1535

Results for N=C1/C(=C\c2ccc(OCc3ccccc3)cc2)C(=O)N=C2SC(N3CCCC3)=NN12 ?
Lmaj promast: -4; PPARg SRC-1 ag: -1; S1P3 antagonist: -22; PPARg SRC2 recr: -3; PPARg SRC-3 ag: 4; DTT redox prof: 0.5; bIAP inhibitor: 0; RAM inhibit: 7.1; Efa HMGR inh: -3; SRC2 TRFRET art: 1547

How did CCOC(=O)C1CCCN(c2ncnc3c2cnn3-c2ccc(OC)cc2)C1 (stereo not drawn) do in these assays?
Lmaj promast: 7; PPARg SRC-1 ag: 1; PPARg SRC2 recr: 0; PPARg SRC-3 ag: 9; DTT redox prof: -1.0; bIAP inhibitor: -4; RAM inhibit: -0.3; Efa HMGR inh: 1; SRC2 TRFRET art: 1466

How did N#Cc1nc(COc2ccccc2)oc1NCCN1CCOCC1 do in these assays?
Lmaj promast: 4; PPARg SRC-1 ag: -4; PPARg SRC2 recr: 7; PPARg SRC-3 ag: 1; DTT redox prof: 0.1; bIAP inhibitor: 4; RAM inhibit: 0.6; Efa HMGR inh: 3; SRC2 TRFRET art: 1282

How did Cc1nn2c3ccccc3n(CCN3CCCCC3)c2nc1=O do in these assays?
Lmaj promast: -2; PPARg SRC-1 ag: 1; PPARg SRC2 recr: 4; PPARg SRC-3 ag: -5; DTT redox prof: 0.7; bIAP inhibitor: 7; RAM inhibit: 0.2; Efa HMGR inh: -8; SRC2 TRFRET art: 1578

How did O=C(CN1CCOCC1)N1CCN(c2ccc([N+](=O)[O-])cc2)CC1 do in these assays?
Lmaj promast: -5; PPARg SRC-1 ag: 6; S1P3 antagonist: -8; PPARg SRC2 recr: -1; PPARg SRC-3 ag: 2; DTT redox prof: 0.1; bIAP inhibitor: 6; RAM inhibit: 1.4; ROMK mod: -0.0036; Efa HMGR inh: 2; SRC2 TRFRET art: 1655

Results for CCCNC(=O)C(=O)NCC1CCCN1CC (stereo not drawn) ?
Lmaj promast: -3; PPARg SRC-1 ag: 5; S1P3 antagonist: 4; PPARg SRC2 recr: 0; PPARg SRC-3 ag: 1; DTT redox prof: -0.1; bIAP inhibitor: 8; RAM inhibit: 1.2; Efa HMGR inh: 2; SRC2 TRFRET art: 1499

How did O=C(Cn1c(-c2ccccc2)noc1=O)Nc1ccc(S(=O)(=O)N2CCOCC2)cc1 do in these assays?
Lmaj promast: -8; PPARg SRC-1 ag: 6; S1P3 antagonist: 2; PPARg SRC2 recr: 12; PPARg SRC-3 ag: 6; DTT redox prof: 0.8; bIAP inhibitor: -1; RAM inhibit: 3.5; Efa HMGR inh: -10; SRC2 TRFRET art: 1779

What do the screens show for `COc1ccc(/C=C/c2ccc(=O)n(Cc3ccccc3)n2)cc1`?
Lmaj promast: 4; PPARg SRC-1 ag: 4; S1P3 antagonist: -7; PPARg SRC2 recr: -1; PPARg SRC-3 ag: 2; DTT redox prof: 0.1; bIAP inhibitor: -13; RAM inhibit: 1.9; Efa HMGR inh: -2; SRC2 TRFRET art: 1599

What do the screens show for `COc1ccc(OC)c(NC(=O)CCN2CCCCCC2)c1`?
Lmaj promast: -1; PPARg SRC-1 ag: 6; PPARg SRC2 recr: -1; PPARg SRC-3 ag: 0; DTT redox prof: 0.4; bIAP inhibitor: 11; RAM inhibit: 1.4; ROMK mod: -0.0008; Efa HMGR inh: -1; SRC2 TRFRET art: 1561

How did CN1\C(=C/C=C/C=C/C=[N+](C)C)C(C)(C)c2ccccc21 do in these assays?
Lmaj promast: 98*; PPARg SRC-1 ag: 19; S1P3 antagonist: -1; PPARg SRC2 recr: 21; PPARg SRC-3 ag: 19; DTT redox prof: -0.6; bIAP inhibitor: 15; RAM inhibit: 1.2; ROMK mod: -3.6*; Efa HMGR inh: 0; SRC2 TRFRET art: 1831

How did CCNC(=O)N1c2ccccc2Sc2ccccc21 do in these assays?
Lmaj promast: 5; PPARg SRC-1 ag: 6; S1P3 antagonist: 0; PPARg SRC2 recr: 4; PPARg SRC-3 ag: 7; DTT redox prof: 0.2; bIAP inhibitor: 4; RAM inhibit: 0.0; ROMK mod: -0.33; Efa HMGR inh: 0; SRC2 TRFRET art: 1591
